Screening data as filed in PubChem BioAssay.
PI4K2A inh: qHTS for small molecular inhibitors of PI4K2A; Phosphatidylinositol 4-kinase type 2-alpha (Homo sapiens), Q9BTU6; purified PI4K2A, ADP-Glo luminescence, 1 h; active compounds read low; activity change, negative = inhibition, % at 76.9 µM; 420,000 compounds, 0.13% hits; AID 1346378, 2018; in the data active means activity change below about -50%; inconclusive means mostly about -30% to -49%;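 further: -100% = wells without enzyme as full effect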
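ADP-Glo luminescence measured ADP generated by PI4K2A enzyme (4 ug/mL before mixing) with 1.2 mM PI substrate (pre-mix) and 300 microM ATP (pre-mix). Tris pH7.5 buffer with MgCl2, Triton X-100; 1 h reaction at ambient temperature.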
ERG-DNA inh: qHTS for Small Molecule Inhibitors of the ERG Ets/DNA interaction | 370,000 compounds, 0.028% hits | fluorescence polarization, His-ERG Ets domain / labelled DNA | AID 624246, 2012 | Transcriptional regulator ERG (Homo sapiens), P11308 | Potency, µM (top dose mostly 76.9 µM), for inactives: at the top dose FP activity, negative = inhibition, most hits filed as inhibitors; active means well fitted inhibition curve with a large enough effect in the polarisation, with a control signal flat; inconclusive means small, poorly fitted or top-dose-only effect, or effect the other way, or a change in a side signal; inactive means no such curve, though single readings can be large or run the other way; the % refers to the polarisation;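 further: polarization taken with two DNA probes labelled with fluorescein and Texas red; potency means the concentration at half of the fitted maximal effect; % of control where 0% means no effect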
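His-tagged ERG Ets domain (1 uM in the protein solution; 300mM KCl, 50mM Tris-HCl, 1mM EDTA, 1mM DTT, pH 7.5) received compound, then a probe mix of 5 nM fluorescein-DNA and 100nM Texas-615-DNA. Fluorescence polarization was read for both dyes.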
HP1b chromo inh: HTS for Inhibitors of HP1-beta Chromodomain Interactions with Methylated Histone Tails | 390,000 compounds, 0.56% hits | Potency, µM (series often up to 114 µM), for the others: at the highest dose activity change, negative = inhibition, actives largely listed as inhibitors | AID 540317, 2011 | AlphaScreen HP1-beta / biotin-H3K9me3 peptide binding; further: potency means the concentration at half of the fitted maximal effect; nearly all actives have a fitted effect of over 70% in size; inactives centre near 23
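HP1-beta protein (50 nM final) preincubated 30 min at room temperature with biotinylated H3(1-18)K9me3 peptide (50 nM) in PBS pH 7.4, 0.01% Tween-20, then compound added for 30 min. AlphaScreen streptavidin donor/nickel chelate acceptor beads (10 ug/mL final), 30 min dark, luminescence read.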
GLS inh: qHTS for Inhibitors of Glutaminase (GLS) | Glutaminase kidney isoform, mitochondrial (Homo sapiens), O94925 | GLS enzymatic activity, qHTS titration | Potency, µM (titrated, usually from 45.5 µM), inactives show at the top dose activity change, negative = inhibition, hits mostly inhibitors | 410,000 compounds, 0.21% hits | AID 624170, 2012; further: potency means the concentration at half of the fitted maximal effect; on the % scale 0 is the no-effect control and ±100 the full control effect
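Glutamate formation by hKGA was monitored fluorometrically using coupled glutamate oxidase, HRP and Amplex Red. Substrate was added as 1 mM L-glutamine solution; incubation was 30 min at RT after an initial read.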
BAZ2B inh: qHTS Assay for Inhibitors of BAZ2B | AlphaScreen BAZ2B-H3K14Ac peptide displacement | Potency, µM (titrated, usually from 114 µM), without a hit: top-dose activity change, negative = inhibition, most hits filed as inhibitors | 360,000 compounds, 4.4% hits; further: potency means the concentration at half of the fitted maximal effect; on the % scale 0 is the no-effect control and ±100 the full control effect; nearly all actives have a fitted effect of over 60% in size
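Inhibition is scored as reduced AlphaScreen emission. The BAZ2B/b-H3(5-23)K14Ac complex (50 nM each) in PBS pH 7.4, 0.01% Tween-20 meets compound (up to 110 uM) for 30 min at RT before bead addition.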
JMJD2A Tudor: qHTS Assay for Inhibitors of JMJD2A-Tudor Domain; AlphaScreen JMJD2A-Tudor / H3K4me3 peptide binding; Potency, µM (top dose mostly 114 µM), without a hit: at the highest dose activity change, negative = inhibition, hits mostly inhibitors; 390,000 compounds, 4.4% hits; AID 504339, 2011; further: potency means the concentration at half of the fitted maximal effect; on the % scale 0 is the no-effect control and ±100 the full control effect; nearly all actives have a fitted effect of over 50% in size
Target sequence (O75164 whole entry, looked up, the tested form may be a part): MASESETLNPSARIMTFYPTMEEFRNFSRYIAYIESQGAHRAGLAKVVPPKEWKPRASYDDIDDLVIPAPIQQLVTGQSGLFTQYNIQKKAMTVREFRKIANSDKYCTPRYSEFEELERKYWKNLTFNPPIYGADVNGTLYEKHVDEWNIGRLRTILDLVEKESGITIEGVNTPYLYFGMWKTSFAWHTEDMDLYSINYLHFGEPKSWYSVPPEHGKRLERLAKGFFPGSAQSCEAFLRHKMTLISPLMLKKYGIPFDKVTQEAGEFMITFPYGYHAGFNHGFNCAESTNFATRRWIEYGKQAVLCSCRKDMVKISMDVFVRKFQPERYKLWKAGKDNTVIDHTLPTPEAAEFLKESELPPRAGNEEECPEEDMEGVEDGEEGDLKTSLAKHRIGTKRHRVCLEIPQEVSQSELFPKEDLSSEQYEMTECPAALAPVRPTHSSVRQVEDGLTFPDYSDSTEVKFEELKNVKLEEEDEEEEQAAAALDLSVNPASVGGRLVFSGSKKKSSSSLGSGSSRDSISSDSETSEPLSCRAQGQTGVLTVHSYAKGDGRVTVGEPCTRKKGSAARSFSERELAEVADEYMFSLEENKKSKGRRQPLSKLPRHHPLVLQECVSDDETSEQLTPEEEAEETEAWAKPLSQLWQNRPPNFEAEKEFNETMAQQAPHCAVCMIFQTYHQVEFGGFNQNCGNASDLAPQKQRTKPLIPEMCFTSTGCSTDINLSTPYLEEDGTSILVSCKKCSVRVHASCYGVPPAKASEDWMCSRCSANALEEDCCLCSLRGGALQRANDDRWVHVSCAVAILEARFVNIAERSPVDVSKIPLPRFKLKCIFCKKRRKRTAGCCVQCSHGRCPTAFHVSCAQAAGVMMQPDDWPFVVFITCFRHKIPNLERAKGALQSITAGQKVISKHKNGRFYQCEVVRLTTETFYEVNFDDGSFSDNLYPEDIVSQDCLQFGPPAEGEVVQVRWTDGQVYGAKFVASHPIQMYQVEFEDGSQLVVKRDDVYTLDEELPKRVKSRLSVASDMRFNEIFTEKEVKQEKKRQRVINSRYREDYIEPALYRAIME
12-LOX inh: Primary qHTS assay for inhibitors of human arachidonate 12S-lipoxygenase (ALOX12): Round 2 | 580,000 compounds, 1.1% hits | AID 1671190, 2021 | purified 12hLO, xylenol orange hydroperoxide absorbance | Polyunsaturated fatty acid lipoxygenase ALOX12 (Homo sapiens), P18054 | Potency, µM (highest dose often 108 µM), inactives show at the highest dose activity change, negative = inhibition, hits mostly inhibitors; further: potency means the concentration at half of the fitted maximal effect; on the % scale 0 is the no-effect control and ±100 the full control effect
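Hydroperoxide product was detected by ferrous iron/xylenol orange as the 573 to 405 nm absorbance ratio. Arachidonic acid at 40 uM (final) was turned over for 30 min at room temperature by 150 nM human 12hLO, pH 7.0 Hepes buffer, after 15 min compound preincubation.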
G9a inh: qHTS Assay for Inhibitors of Histone Lysine Methyltransferase G9a; G9a H3K9 monomethylation, AlphaScreen, 2 h; Potency, µM (titrated, usually from 102 µM), for the others: top-dose activity, negative = inhibition, usual class: inhibitors; 350,000 compounds, 8.8% hits; further: potency means the concentration at half of the fitted maximal effect; on the % scale 0 is the no-effect control and ±100 the full control effect; nearly all actives have a fitted effect of over 75% in size
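Readings reflect AlphaScreen signal from monomethyl-H3K9 antibody detection. HMT at 20 nM; substrate b-H3K9 500 nM; cofactor SAM 20 uM; 2 h RT reaction; compounds tested as titrations in qHTS with 15 min preincubation.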
RGS4 inhibitor: Inhibitors of Regulator of G Protein Signaling (RGS) 4: qHTS; Transcreener GDP fluorescence polarization, RGS4-accelerated GTP hydrolysis; Potency, µM (top dose mostly 114 µM), inactives show top-dose activity change, negative = inhibition, actives largely listed as inhibitors; 390,000 compounds, 0.039% hits; further: potency means the concentration at half of the fitted maximal effect; on the % scale 0 is the no-effect control and ±100 the full control effect; nearly all actives have a fitted effect of over 75% in size; some results filed as inactive show a strong effect at the top dose
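MLSMR compounds (23 nl, pin-transferred) preincubated 10 min at room temperature with a 500nM (2x) first reagent, then RGS4 at 900nM (2x) plus Transcreener GDP mix added; fluorescence polarization (620/688 nm) read before and after 90 min at 30 °C.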
* = called active by the depositor; ? = inconclusive; · = not tested or not shown; [ ] = dose if it differs, or a comment. Unless noted, the call rests on the fitted dose curve; in most records, active means well fitted curve in the direction sought with a large enough effect; inconclusive means small, poorly fitted or top-dose-only effect, or another doubt; inactive means no such curve, though single readings can be large; an effect the other way counts as inactive or inconclusive. Not all compounds are listed, so the mix of outcomes need not match the whole.

SMILES	PI4K2A inh	ERG-DNA inh	HP1b chromo inh	GLS inh	BAZ2B inh	JMJD2A Tudor	12-LOX inh	G9a inh	RGS4 inhibitor
COc1ccc(CCNC(=O)COc2ccc(S(=O)(=O)NCC(C)C)cc2Cl)cc1OC	1	-5%	34%	3%	-7%	-6%	3%	-13%	14%
CCCn1c(SCC(=O)N(C2CCCCC2)C2CCS(=O)(=O)C2)n[nH]c1=O (configuration not stated)	-1	21%	22%	-3%	7%	4%	9%	15%[2.33 µM]	16%
Cc1ccc(Nc2nc(C)cs2)cc1	-3	-2%	?	6%	-23%	?	-18%	35µM*	-19%
COc1ccc(NC(=O)C(=O)NCCN2CCN(C(=O)C(c3ccccc3)c3ccccc3)CC2)cc1	-8	10%	55%[activator]	?	-22%	-11%[57.1 µM]	2%	20%	-32%[56.9 µM]
COc1cccc(CNC(=O)C(=O)NCCC2CCCCN2S(=O)(=O)c2cccs2)c1 (configuration not stated)	-1	-10%	22%	-2%	8%	-12%	?	2%[0.501 µM]	-29%
O=C(Cc1ccccc1)N/N=C/c1ccc(OCC(=O)Nc2ccccc2)cc1	-3	-4%	?	6%	-30%	?	?	-29%[59 µM]	-25%
O=[N+]([O-])c1cc(C(F)(F)F)cc([N+](=O)[O-])c1N1CCCNCC1	5	-10%	-1%	2%	-22%	?	4%	?	-12%
COc1ccc(NC(=O)C2CCCN(S(=O)(=O)c3cccc4cccnc34)C2)cc1 (configuration not stated)	-3	-5%	22%	4%	-21%	-30%	36%	1%	?
O=C(Nc1ccc(Cl)c(Cl)c1)Nc1ccc([N+](=O)[O-])cn1	3	-14%	35%	0%	0%	-5%	-14%	-40%	0%
COc1ccccc1N1CCN(c2ccc(-c3nc(-c4ccccc4)no3)cc2[N+](=O)[O-])CC1	-7	-1%	2%	6%	-2%	-13%	-23%	-35%[59 µM]	-14%
COc1cccc(C(=O)O/N=C(\N)c2ccncc2)c1OC	-8	7%	38%	-5%	3%	-2%	-19%	-8%	-8%
CCC(CC)C(=O)Oc1c(C(=O)N(C)C)cccc1-c1ccccc1	0	-4%	-15%	-13%	·	-20%	-21%	·	-3%
C=CCNC(=S)NNC(=O)CCC(O)COCCC(C)C (configuration not stated)	-7	1%	36%	-18%	8%	-11%	10%	29%	9%
COc1ccc(CCNC(=O)c2ccc(Cn3c(=O)c4ccccc4n(Cc4cccc(C)c4)c3=O)cc2)cc1OC	-4	0%	67%[activator]	-3%	25%	-5%	0%	22%[59 µM]	-8%
COCCn1c(SCC(=O)NC(=O)NC(C)C)nc2ccccc21	3	7%	25%	7%	3%	-9%	18%	-4%	-28%
COc1ccccc1NS(=O)(=O)c1cc(C(=O)NCC(c2cccs2)N2CCOCC2)ccc1C (configuration not stated)	-7	3%	9%	18%	-1%	-18%	-13%	?	11%
COc1cccc2c1OCC([C@@H]1C[C@H]3CN(Cc4cccc(Cl)c4)C(=O)[C@]34CCCN14)=C2	0	0%	17%	-4%	-30%	-26%	85%	?	19%
COc1ccc(NC(=O)C2CCN(S(=O)(=O)c3cccc4nonc34)CC2)cc1	-3	-3%	27%	4%	2%	6%	-8%	45µM*	0%
Cc1cc(=O)oc(C)c1C(=O)Nc1ccc(F)cc1	-3	-6%	21%	1%	-2%	-3%	0%	·	15%
Cc1c(NC(=O)c2ccc(S(=O)(=O)N3CCOCC3)cc2)cccc1[N+](=O)[O-]	-10	0%	7%	6%	6%	-12%	0%	-28%	-11%
COc1ccc2c(c1)OC(O)(C(F)F)CC2=O (configuration not stated)	-3	5%	21%	2%	-17%	-3%	20%	-33%[12.7 µM]	-4%
O=C(Cn1cnc2cc([N+](=O)[O-])ccc2c1=O)Nc1cccc(S(=O)(=O)N2CCOCC2)c1	3	-6%	13%	0%	-26%	-15%	1%	20%	14%
S=C(NCc1ccccc1)N1CCn2cccc2C1c1ccncc1 (configuration not stated)	-5	0%	42%[activator]	-25%	?	-25%	-15%	?	-42%
C=CCNc1sc(C(=O)c2ccc(Br)s2)c(N)c1C#N	4	-2%	107%[activator]	5%	19%	15%	-16%	6%[59 µM]	-20%
CN(C)S(=O)(=O)c1ccc(C(=O)Nc2nnc(SCc3ccccc3)s2)cc1	-8	-10%	40%[activator]	-9%	4%	-11%	-19%	-29%[59 µM]	-11%
O=C(CN1CCCC1=O)NC1CCCc2c1cnn2-c1cc(F)cc(F)c1 (configuration not stated)	0	-4%	23%	13%	0%	-10%	4%	99%[activator]	31%
CCn1c(=N)n(CC(=O)c2ccc(Br)s2)c2ccccc21	2	10%	17%	8%	-18%	-6%[11.4 µM]	-1%	·	-9%[11.4 µM]
Cc1nc2ccccc2cc1OCc1ccc(F)cc1	3	6%	74%[activator]	-6%	64%[activator]	26%	-30%	18%[59 µM]	-38%
CC(C)(C)OC(=O)C[C@@H]1C/C=C\C[C@H](CC(=O)N[C@H](CO)Cc2ccccc2)C(=O)N[C@@H](Cc2c[nH]c3ccccc23)COC1=O	-6	1%	48%	-5%	·	-25%	-8%	·	-6%
CCc1ccccc1NC(=O)CCS(=O)(=O)c1cccc2nonc12	2	-3%	33%	-3%	7%	-10%	-20%	-12%[59 µM]	-13%
O=C(NCc1ccc2c(c1)OCO2)C(C(=O)c1ccccc1)n1cc(Cl)ccc1=O (configuration not stated)	0	·	34%	11%	-5%	-7%	1%	50µM*	1%
NC(=O)C1CCN(C(=O)c2ccccc2CCc2ccccc2)CC1	-3	-2%	25%	3%	-6%	-9%	0%	·	25%
COc1ccc(Br)cc1C(=O)Nc1ccc(C(=O)O)cc1	-1	8%	36%	5%	-16%	-16%	-4%	3%[59 µM]	-7%
O=C(c1ccc([N+](=O)[O-])cc1)N1CCC(n2nnc3cc(F)ccc32)CC1	0	-2%	38%	2%	-10%	-2%	-6%	·	-9%
CCN1C(=O)CSC1=NC12CC3CC(CC(C3)C1)C2	1	·	?	1%	30%	28%	-9%	25%[12.7 µM]	-11%
Cc1ccc(S(=O)(=O)C2(C(=O)Nc3cccc(F)c3)CC2)cc1	-1	-1%	35%	2%	3%	-10%	26%	-4%[59 µM]	17%
Cc1cc(C)cc(OC(=O)N2CCOCC2)c1	-9	9%	-10%	-9%	-7%	-19%[11.4 µM]	0%	37%[59 µM]	-17%[11.4 µM]
C[C@H](NC(=O)OCc1ccccc1)c1nnc([C@H](C)NC(=O)OCc2ccccc2)o1	-2	-5%	38%[activator]	-1%	-1%	-8%	?	20%[59 µM]	-1%
Cc1ccc(S(=O)(=O)N2CCOCC2)cc1C(=O)NCC1CCCO1 (configuration not stated)	0	-5%	5%	9%	-7%	-5%	28%	·	22%
Cc1cccc(Cn2c(C)nc3ccc([N+](=O)[O-])cc3c2=O)c1	32	1%	11%	-4%	?	-32%	-29%	·	10%
O=C1Nc2ccc(Cl)cc2C12OCCCO2	5	-6%	39%[activator]	1%	-1%	-22%	?	20%	-6%
CCOc1ccc(NS(=O)(=O)c2ccc(NC(=S)NC(=O)C(C)C)cc2)cc1	-1	-12%	-28%	30%	-10%	-31%[11.4 µM]	0%	25%[2.33 µM]	-36%[11.4 µM]
C[C@H](NC(=O)c1nc[nH]c1C(=O)N1CCN(C(=O)OC(C)(C)C)CC1)C(=O)OC(C)(C)C	-2	-3%	14%	2%	-5%	-15%	-6%	-3%[2.33 µM]	10%
S=C(NCc1ccccc1)Nc1ccc(Oc2ccccc2)cc1	5	2%	12%	1%	17%	-23%	?	·	-31%
CN(CC(=O)Nc1ccccc1Cl)C(=O)COc1cccc2c1OC(C)(C)C2	0	-6%	16%	-9%	-10%	-1%	-5%	4%[12.7 µM]	-26%
COC(=O)c1cn[nH]c1NC(=S)Nc1ccc(Cl)c(Cl)c1	1	?	5%	5%	5%	-2%	-22%	5%[59 µM]	-42%
Cc1ccc(Cl)cc1NC(=O)COC(=O)CCN1C(=O)C2CC=CCC2C1=O (configuration not stated)	4	-6%	28%	0%	·	1%	12%	·	-3%

Complete entries, looked up by structure:
`C[C@H](NC(=O)OCc1ccccc1)c1nnc([C@H](C)NC(=O)OCc2ccccc2)o1` across the screens: PI4K2A inh: -2; ERG-DNA inh: -5%; HP1b chromo inh: 38%[activator]; GLS inh: -1%; BAZ2B inh: -1%; JMJD2A Tudor: -8%; 12-LOX inh: ?; G9a inh: 20%[59 µM]; RGS4 inhibitor: -1%
`C=CCNc1sc(C(=O)c2ccc(Br)s2)c(N)c1C#N` across the screens: PI4K2A inh: 4; ERG-DNA inh: -2%; HP1b chromo inh: 107%[activator]; GLS inh: 5%; BAZ2B inh: 19%; JMJD2A Tudor: 15%; 12-LOX inh: -16%; G9a inh: 6%[59 µM]; RGS4 inhibitor: -20%
